PvdQ inh: P. aeruginosa PvdQ acylase inhibition; hit rate 0.063% among 340,000; inhibition, % at 10 µM; AID 488965; purified PvdQ acylase, fluorescence plate reader; in the data active means inhibition above about 30%, passing the limit was not always enough; inconclusive means no clear call, values can overlap the other calls;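 further: 0% = vehicle neutral wells and 100% = reference inhibitor wells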
NSD2 inh: inhibitors of human histone methyltransferase NSD2; O96028; inhibition, % at 12.5 µM; hit rate 0.54% among 310,000; NSD2 peptide methylation, AlphaScreen, 120 min; in the data active means inhibition above about 50%
Target sequence (O96028 whole entry, looked up): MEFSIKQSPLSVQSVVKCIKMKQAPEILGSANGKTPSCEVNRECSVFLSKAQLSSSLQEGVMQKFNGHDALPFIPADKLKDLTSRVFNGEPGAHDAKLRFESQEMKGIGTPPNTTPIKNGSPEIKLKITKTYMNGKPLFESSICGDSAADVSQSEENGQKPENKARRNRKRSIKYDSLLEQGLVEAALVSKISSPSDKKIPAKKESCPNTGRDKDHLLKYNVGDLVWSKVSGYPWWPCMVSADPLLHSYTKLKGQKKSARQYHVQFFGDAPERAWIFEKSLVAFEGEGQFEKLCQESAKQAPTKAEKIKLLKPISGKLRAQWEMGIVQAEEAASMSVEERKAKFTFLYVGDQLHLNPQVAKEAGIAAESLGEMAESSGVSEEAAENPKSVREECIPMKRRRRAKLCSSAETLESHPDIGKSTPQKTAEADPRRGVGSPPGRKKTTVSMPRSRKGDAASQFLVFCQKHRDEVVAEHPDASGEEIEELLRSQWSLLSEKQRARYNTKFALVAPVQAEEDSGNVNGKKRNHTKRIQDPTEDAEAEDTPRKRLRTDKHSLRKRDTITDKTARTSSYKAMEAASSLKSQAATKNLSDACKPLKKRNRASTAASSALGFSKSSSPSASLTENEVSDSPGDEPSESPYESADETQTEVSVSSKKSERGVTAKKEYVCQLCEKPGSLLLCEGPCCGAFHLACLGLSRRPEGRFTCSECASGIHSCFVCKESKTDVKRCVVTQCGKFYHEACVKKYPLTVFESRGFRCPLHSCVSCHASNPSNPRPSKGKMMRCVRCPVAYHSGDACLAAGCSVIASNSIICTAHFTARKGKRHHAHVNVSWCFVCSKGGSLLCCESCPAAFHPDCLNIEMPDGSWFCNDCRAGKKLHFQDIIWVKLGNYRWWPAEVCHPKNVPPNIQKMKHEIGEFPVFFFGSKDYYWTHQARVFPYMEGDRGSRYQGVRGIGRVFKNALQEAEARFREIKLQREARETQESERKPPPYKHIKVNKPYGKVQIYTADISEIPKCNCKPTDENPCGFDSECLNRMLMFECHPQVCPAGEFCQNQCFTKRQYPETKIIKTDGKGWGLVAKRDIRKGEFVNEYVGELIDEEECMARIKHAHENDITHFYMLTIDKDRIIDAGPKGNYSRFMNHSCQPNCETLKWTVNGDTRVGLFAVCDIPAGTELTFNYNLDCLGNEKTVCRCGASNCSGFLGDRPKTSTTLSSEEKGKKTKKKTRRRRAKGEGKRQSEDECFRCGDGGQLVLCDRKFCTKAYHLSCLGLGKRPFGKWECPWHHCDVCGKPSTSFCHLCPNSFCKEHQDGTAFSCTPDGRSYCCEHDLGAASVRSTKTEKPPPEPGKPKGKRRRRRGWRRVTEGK
HTR5A ag: counter-screen for OPRM1-OPRD1 agonists: human HTR5A agonism; hit rate 0.61% among 340,000; HTR5A agonist assay, luminescence, cell-based; activation, % at 9.3 µM; P47898; in the data active means activation mostly above about 9.5%, no sharp cut-off; inactive means mostly below about 7.6%;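 further: 0% = cells with vehicle only and 100% = reference agonist; strong numbers were not always called active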
Wnt act: Wnt/beta-catenin pathway activation; Wnt/beta-catenin reporter cell assay, activator, plate reader; activation, % at 9.35 µM; hit rate 1.2% among 300,000; in the data active means activation above about 30%, passing the limit was not always enough; inconclusive means no clear call, values can overlap the other calls;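 further: 0% = neutral control wells and 100% = positive control wells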
V-ATPase pH: alters yeast V-ATPase proton transport. S. cerevisiae, pHLuorin cytosolic pH fluorescence. response, % at 10 µM. hit rate 0.37% among 350,000. AID 504577; in the data active means response mostly above about 7.3%, no sharp cut-off; inactive means mostly below about 5.4%; further: actives read high; inactives centre near 0; some compounds called inactive have numbers as strong as hits; reference of the scale not given here
HTR5A inv ctr: HTR5A inverse agonism, opioid heterodimer counter-screen. P47898. AID 504634. inhibition, % at 9.3 µM. HTR5A cell line, luminescence. hit rate 0.083% among 340,000; in the data active means inhibition mostly above about 23%, no sharp cut-off; inactive means mostly below about 18%;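 further: 0% = cells with DMSO and 100% = no-cell wells with DMSO; some compounds called inactive have numbers as strong as hits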
CDK5 p35 inh: CDK5/p35 (human) kinase inhibition; Q00535+Q15078; Recombinant CDK5/p35, ADP-Glo luminescence, 60 min; inhibition, % at 10 µM; hit rate 0.01% among 330,000; AID 488839;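 active means highest replicate inhibition of at least 50% and at least 75% of replicates reaching 50%; inconclusive means only one of the two criteria met; inactive means both criteria failed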;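 further: plate controls were DMSO neutral control for no effect and GW8510 at 10 µM for full effect; many of its hits are not listed in these tables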
dFosB act: activators of mouse delta FosB homodimer | P13346 | purified delta FosB, TAMRA-CDK5 oligo fluorescence polarization; percent of positive-control signal above neutral wells | activation, % at 25 µM | hit rate 0.99% among 340,000 | AID 493131;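 active means mean activation above about 17%, with every replicate also reaching it, limit read from the data, passing the limit was not always enough; inconclusive means only one of the two conditions met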;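 further: fluorescence polarization rise as delta FosB binds a TAMRA Cdk5 AP-1 oligo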
MITF TRPM1 HTS: MITF TRPM1 promoter activation in melanoma cells; SK-MEL-5 TRPM1-promoter luciferase, 24 h; % of positive control, neutral wells = 0; activation, % at 12.5 µM; hit rate 0.75% among 300,000; AID 588334;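 active means mean activation of at least 80% with every replicate also reaching 80%; inconclusive means mean reaches 80% but some replicate falls short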;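 further: 0% = neutral control wells and 100% = parthenolide positive control wells; values of inactives mirror those of a sister screen read the other way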
SR-BI DiI inh: mouse SR-BI HDL lipid transfer inhibition | inhibition, % at 12.5 µM | Q61009 | hit rate 0.96% among 320,000 | ldlA[mSR-BI] CHO cells, DiI-HDL uptake fluorescence, 3 h | AID 488896;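 active means mean replicate inhibition of at least 70% and a set share of replicates each scoring 70 or more; inconclusive means meets just one of the two criteria; inactive means fails both criteria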;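 further: 0% = median of neutral control wells and 100% = median of positive control wells; values of inactives mirror those of a sister screen read the other way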
* = called active by the depositor; ? = inconclusive; . = no result given.

SMILES	PvdQ inh	NSD2 inh	HTR5A ag	Wnt act	V-ATPase pH	HTR5A inv ctr	CDK5 p35 inh	dFosB act	MITF TRPM1 HTS	SR-BI DiI inh
CCOC(=O)CSc1nnc(-c2cccc(Br)c2)o1	-10	-7	-3	.	1	3	0.3	-2	3	5
CCc1nnc(NC(=O)CSc2nccn2-c2cc(C)cc(C)c2)s1	10	.	9	-1	3	-42	0.9	5	3	-22
COc1ccc(CCNc2oc(COc3ccccc3)nc2C#N)cc1	-15	2	2	1	3	-8	-0.1	-9	-12	10
CC(NC(=O)C(Cc1ccccc1)NC(=O)c1ccccc1)C(=O)O (centres undefined)	-2	-1	-2	-1	1	6	-0.4	8	.	-2
C=C(C(=O)c1ccccc1)C(NC(C)(C)C)c1ccccc1 (centres undefined)	-9	.	0	-21	-4	0	-0.6	2	-98	23
O=C1CCC/C(=N\NC(=O)c2ccc(COc3cccc4cccnc34)cc2)C1	1	-1	3	0	-2	2	-4.7	-4	0	19
CCc1[nH]nc2c1C(c1cccc(OC(=O)N3CCOCC3)c1)C(C#N)=C(N)O2 (centres undefined)	-7	1	-2	.	-2	6	-0.8	-1	1	-31
O=C(Nc1ccccc1N1CCCCC1)C1CCN(C(=O)c2ccc(Cl)cc2)CC1	-13	3	4	-2	6	17	-2.0	-15	-5	55
CCCS(=O)(=O)c1c(S(=O)(=O)CCC)c2c(N)cccn2c1C(=O)c1ccccc1	3	3	3	1	1	16	-1.0	-4	-6	14
CCOC(=O)c1c(C)[nH]c(C(=O)CSc2nnc(C3CC3)n2N)c1C	-4	-2	-5	-4	2	14	1.6	-7	.	15
CCN(C(=O)COC(=O)c1cccc(-n2cnnn2)c1)C1CCCCC1	-9	-1	-4	-3	0	19	0.2	-6	-8	-8
CN(C)S(=O)(=O)c1ccc(NC(=O)c2ccccn2)cc1	-10	.	0	2	1	0	-1.1	-10	?	.

Fetched by compound from the entries so far (2):
SMILES	PvdQ inh	NSD2 inh	HTR5A ag	Wnt act	V-ATPase pH	HTR5A inv ctr	CDK5 p35 inh	dFosB act	MITF TRPM1 HTS	SR-BI DiI inh
O=C(Nc1ccccc1N1CCCCC1)C1CCN(C(=O)c2ccc(Cl)cc2)CC1	-13	3	4	-2	6	17	-2.0	-15	-5	55
CCc1nnc(NC(=O)CSc2nccn2-c2cc(C)cc(C)c2)s1	10	.	9	-1	3	-42	0.9	5	3	-22

Further structures:
SMILES	PvdQ inh	NSD2 inh	HTR5A ag	Wnt act	V-ATPase pH	HTR5A inv ctr	CDK5 p35 inh	dFosB act	MITF TRPM1 HTS	SR-BI DiI inh
CC1CCCC(CC(=O)O)(CC(=O)O)C1 (centres undefined)	2	11	-4	0	-1	20	1.3	5	.	-27
CC1CC(=O)Nc2ccc([N+](=O)[O-])cc2N1C (centres undefined)	8	1	-2	3	-7	-17	3.8	2	1	-17
O=C(CNC(=O)c1ccco1)NCC(=O)OC(C(=O)c1ccccc1)c1ccc(Cl)cc1 (centres undefined)	2	-2	0	.	4	-4	-7.4	-11	.	0
O=C(CSc1ccc2nnc(-c3cccnc3)n2n1)Nc1ccccc1C(F)(F)F	-16	0	1	-2	0	-26	0.8	-3	-1	-3
O=C(COc1ccc2c(c1)OCO2)NC12CC3CC(CC(C3)C1)C2	6	8	1	.	6	4	-0.9	0	16	-2
CC(c1ccc(Br)cc1)N1CC23C=CC(O2)C(C(=O)O)C3C1=O (centres undefined)	-11	.	0	-2	-2	-1	-0.1	4	3	-5
CN(C)/N=C1\CCS(=O)(=O)c2sccc21	-8	-2	-6	0	5	16	-2.4	-3	1	-22
CCCS(=O)(=O)Nc1c(OC)ccc2c1c(C(=O)OCC)c(C)n2C	-28	-2	4	9	0	-15	-4.3	0	3	3
CCc1ccc(OCC(=O)NC(=S)Nc2cccc(CO)c2)c(Br)c1	-9	-4	-2	.	3	-5	-1.8	-2	47	4
CN(C)CCNC(=S)Nc1ccccc1C(C)(C)C	-3	1	-10	-1	1	6	-0.3	2	3	-5
CCN(CC)S(=O)(=O)c1ccc(/C(O)=C2/C(=O)C(=O)N(CCOC)C2c2ccccc2)cc1 (centres undefined)	-6	1	-8	.	2	19	-2.3	0	-1	12
Cc1cc(NC(=O)c2noc3c2CCCCC3)nn1Cc1ccc(Cl)cc1	8	4	1	.	-3	-13	-2.4	-2	23	6
CCOC(=O)c1ccc2c(c1)nc(COc1ccc(OC)cc1)n2CC	-6	-3	0	-1	-3	-6	1.3	-5	7	18
O=S(=O)(c1cnc[nH]1)N1CCN(c2ccc(F)cc2)CC1	-21	3	8	0	2	-5	-0.3	-4	-1	.
COC(=O)CN1C(=S)N(c2ccc(F)cc2)C(=O)C1CC(=O)Nc1ccc(F)cc1 (centres undefined)	-23	-4	2	1	-2	-23	2.8	-7	.	19
Cc1oc(-c2cccc(Br)c2)[n+]([O-])c1C	8	-5	-1	-1	-2	30	-0.4	-7	7	3
CCc1cccc(C)c1N(C(=O)Cn1c(COC)nc2ccccc21)C(C)COC (centres undefined)	-2	1	.	3	1	.	0.1	-9	5	-25
CCOc1ccc(-c2nc(CCl)cs2)cc1	1	.	-1	2	6	4	1.3	-5	22	-12
CC(Oc1ccccc1F)C(=O)NN (centres undefined)	-4	-2	3	.	3	-9	-0.4	-6	6	-19
CC(=O)N1CCCc2cc(S(=O)(=O)N3CCCC(C(=O)Nc4ccc(C)cc4C)C3)ccc21 (centres undefined)	-5	3	5	0	-3	17	0.5	-5	-9	16
Cc1ccccc1-c1nc(CN2CCC(C(=O)NCC3CCCO3)CC2)c(C)o1 (centres undefined)	21	.	0	.	-2	2	0.5	-2	.	-5
CCOc1ccc(/C=C/C(=O)Nc2ccc(OC)cc2[N+](=O)[O-])cc1	-3	0	10	.	1	-25	-3.7	-7	7	35
O=C(Nc1ccc(F)cc1)/C(=C1/CCCCCN1)[N+](=O)[O-]	0	1	-1	2	1	9	-1.9	-3	-1	.
CCCn1c(=O)c(C(=O)NCCCc2ccccc2)c(O)c2ccccc21	0	-3	5	-1	0	-20	-5.0	-9	.	17
COc1ccc(OC)c(/C=C/C(=O)OCC(=O)Nc2nnc(-c3ccccc3)o2)c1	-9	-2	0	2	4	0	-1.6	-20	5	8
CCN(CC#CCC(O)(c1ccccc1)c1ccccc1)C(C)C	10	4	-1	-1	5	-4	-2.0	-6	0	-34
C=CCn1c(SCC(=O)O)nnc1-c1cccs1	-11	-1	1	11	1	-15	0.2	-7	.	-13
N#C/C(=C/c1cccc(C(F)(F)F)c1)c1nc(CCN2C(=O)c3ccccc3C2=O)cs1	-8	.	-2	.	3	6	-1.1	0	.	6
Cc1ccc(Nc2ccc(C(=O)N3CCCC3)cn2)c(C)c1	-10	4	3	.	1	-10	0.1	-2	.	4
COC(=O)c1ccc2[nH]c3cccc(/C(=C/c4ccccc4)c4ccccc4)c3c2c1	-11	.	-3	-6	-2	-13	1.0	1	-4	23
COc1ccc(C(C(=O)NCc2ccccc2)N(C(=O)c2snc(C(N)=O)c2N)c2ccccc2OC)cc1 (centres undefined)	-18	-3	9	0	2	-27	-2.8	-10	-5	.
CNC(=O)C(=O)Nc1cc2c3c(c1)CCC(=O)N3CCC2	6	-3	-1	0	1	13	-0.2	3	-8	-24
COc1cccc(CNC(=O)CSCc2cnn(-c3ccccc3)c2-n2cccc2)c1OC	-10	0	1	4	0	12	-0.2	-11	.	12
Cc1noc(NS(=O)(=O)c2ccc(NC(=O)CSc3nnc4c(n3)[nH]c3ccccc34)cc2)c1C	-4	15	-3	-3	3	8	0.3	1	-7	-27
Cc1nn(CCCC(=O)Nc2cnn(Cc3ccc(F)cc3)c2)c(C)c1[N+](=O)[O-]	5	-2	3	1	-7	3	-0.4	-8	-13	-11
COCCn1c(=O)[nH]c(=O)c2c1nc(-c1ccc(-c3ccc(Cl)cc3[N+](=O)[O-])o1)n2Cc1ccccc1	2	-1	0	0	0	-1	0.0	-10	-23	10
CCOC(=O)c1c(-c2ccccc2)csc1NC(=O)c1cc(-c2ccccc2OC)on1	-12	.	0	-3	-2	2	-0.7	-2	-3	.
CCOC(=O)N/N=C/c1cc(OC)c(O)c(OC)c1	12	.	-1	0	0	0	-0.4	5	2	-25
COc1ccc(NC(=O)c2cc(C)cc(C)c2)cc1S(=O)(=O)N1CCCCC1	-11	-17	-2	-6	2	5	-1.1	-8	-23	68
COc1ccc(OC)c(NS(=O)(=O)c2ccc3c(c2)n(C)c(=O)n3C)c1	-16	-6	0	4	-1	-11	1.4	-7	2	3
CCN(C(=O)CO/N=C/c1ccc(OC)cc1OC)c1c(N)n(Cc2ccccc2)c(=O)[nH]c1=O	2	-2	-5	-3	0	13	0.0	-4	1	-5
Cc1ccc(C(=O)OCC(=O)N2CCNC2=O)c(C)c1	12	-1	5	-3	-2	6	0.5	-3	78	-11
CCOC(=O)c1sc2ncc([N+](=O)[O-])cc2c1N	17	1	5	17	-1	-12	0.3	1	20	17
CC(=O)Nc1ccc(NC(=O)COc2ccc(S(=O)(=O)N3CCCC3)cc2)cc1	-14	-4	2	-2	1	20	2.3	-10	4	-8
CCOc1ccc(NC(=O)C2CCCN(S(=O)(=O)c3ccc4c(c3)CC(C)N4C(C)=O)C2)cc1 (centres undefined)	-11	-1	2	2	2	-13	1.0	-12	1	17
Cc1c([C@H]2[C@@H](CC#N)C2(C)C)c2ccccc2n1C	-2	-1	-1	.	-4	-4	-2.3	2	-9	41
Cc1ccc(C(=O)NCCSC2CCCCC2)cc1S(=O)(=O)Nc1ccccc1	-8	0	1	0	0	-14	-3.3	-9	-9	24
COc1ccc(C(C)(C)C)cc1NC(=O)c1[nH]c(C)c(C(C)=O)c1C	-1	0	0	0	5	0	0.5	-30	-4	57
CCCCOC(=O)Nc1cccc(C(C)=O)c1	10	-3	-2	.	0	-5	1.6	-7	9	0
Cc1ccccc1OCCNC(=O)c1ccc2ccccc2n1	-10	-3	6	?	2	-2	-0.8	-12	27	-24
COc1ccc(-c2csc(NC(=O)CSc3nc(C)cs3)n2)cc1	12	1	1	.	-3	-21	-0.1	-1	.	20
CCOc1ccc(C(=O)NC2CCN(S(=O)(=O)c3ccccc3)CC2)cc1	2	0	2	-2	5	-7	1.1	5	.	-5
Cc1ccc(C2C(=O)c3ccccc3C2=O)cc1	-7	.	-2	4	0	6	-0.5	-2	5	-17
CC(=O)N1CCN(C(=O)CSc2nnc(C)n2-c2ccccc2)CC1	-11	-2	1	-1	3	-2	-2.9	-3	-1	0
CC(C)OC(=O)CCCNc1ccc([N+](=O)[O-])cc1[N+](=O)[O-]	-2	11	0	-1	1	37	0.1	0	1	3
COc1ccc(C(C)(C)C)cc1S(=O)(=O)n1ccnc1C	-2	-2	-1	0	0	2	0.4	-3	13	-7
C=CCSc1nnc(Cn2c(=O)sc3ccccc32)n1C	-13	.	2	1	3	-5	-2.5	2	-4	-4
CCC(=O)c1cn(CC(=O)Nc2ccccc2F)c2ccccc12	-23	-3	4	0	4	-17	0.7	6	-2	3
O=[N+]([O-])c1ccccc1C(O)Cc1ccccn1 (centres undefined)	-7	.	-1	-1	3	2	0.5	5	1	-16
O=C(CN1C(=O)NC2(CCCc3ccccc32)C1=O)c1ccccc1F (centres undefined)	-5	0	-2	-2	-3	6	0.9	-2	16	16
Cn1c(SCC(=O)Nc2nccs2)nnc1-c1ccccn1	-2	-2	2	1	-2	25	0.0	-3	1	-16

Screens deposited in PubChem BioAssay by several laboratories.
